# CCR6 antagonist = antagonists of human CCR6 receptor; 340,000 compounds, 0.49% hits; inhibition, % at 20 µM; AID 493098; CHO-K1 CCR6 PathHunter beta-arrestin, luminescence, CCL20-stimulated; P51684;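 active = compounds whose inhibition of the agonist-driven luminescence signal at 20 µM reaches about 50%, limit read from the data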;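 also: cells stimulated with CCL20 at 14 nM final; plate controls were DMSO with CCL20 for no effect and DMSO without agonist for full effect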
# Target sequence (P51684 whole entry, looked up): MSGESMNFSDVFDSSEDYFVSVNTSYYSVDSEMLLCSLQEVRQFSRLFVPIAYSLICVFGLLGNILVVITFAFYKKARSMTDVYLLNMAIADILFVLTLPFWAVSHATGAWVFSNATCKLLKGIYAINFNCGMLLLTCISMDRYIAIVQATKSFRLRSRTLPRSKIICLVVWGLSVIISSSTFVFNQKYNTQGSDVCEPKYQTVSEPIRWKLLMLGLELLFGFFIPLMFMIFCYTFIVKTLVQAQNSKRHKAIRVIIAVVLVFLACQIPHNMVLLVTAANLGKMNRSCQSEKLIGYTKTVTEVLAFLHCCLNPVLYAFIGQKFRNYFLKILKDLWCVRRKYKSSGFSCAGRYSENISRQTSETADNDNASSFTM
# Gli-Sufu antag = blocks Gli-Sufu signaling in a luciferase reporter. Sufu-KO-LIGHT fibroblasts, Gli luciferase reporter luminescence. inhibition, % at 5 µM. 340,000 compounds, 0.74% hits;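 active = inhibition above about 55%, limit read from the data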;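 also: 0% = DMSO-treated cells and 100% = wells with medium but no cells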
# ATG4B inh = ATG4B (human) cysteine protease inhibition | AID 504462 | 340,000 compounds, 0.51% hits | inhibition, % at 8.33 µM | Q9Y4P1 | ATG4B cleavage of LC3-PLA2, NBD-HPC fluorescence, 1 h; in the data active = inhibition above about 40%
# Target sequence (Q9Y4P1 whole entry, looked up): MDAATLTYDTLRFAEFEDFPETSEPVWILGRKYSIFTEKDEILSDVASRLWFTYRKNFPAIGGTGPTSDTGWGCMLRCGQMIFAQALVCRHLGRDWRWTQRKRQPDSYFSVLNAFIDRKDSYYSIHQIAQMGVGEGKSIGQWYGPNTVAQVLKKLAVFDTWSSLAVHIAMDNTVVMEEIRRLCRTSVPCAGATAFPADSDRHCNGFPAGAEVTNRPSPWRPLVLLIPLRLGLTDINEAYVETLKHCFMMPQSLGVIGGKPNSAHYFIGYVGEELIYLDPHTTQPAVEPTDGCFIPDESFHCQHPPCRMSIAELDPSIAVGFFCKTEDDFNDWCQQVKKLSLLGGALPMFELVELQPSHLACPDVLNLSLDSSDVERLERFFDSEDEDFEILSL
# APJ antagonist = antagonists of human APJ apelin receptor. P35414. CHO-K1 APJ beta-arrestin complementation, luminescence. 330,000 compounds, 0.32% hits. inhibition, % at 20 µM;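 active = inhibition above about 40% at 20 µM, limit read from the data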;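 also: cells challenged with 10 nM apelin-13 agonist together with compound; plate controls were apelin-13 plus DMSO wells for no effect and DMSO wells lacking apelin-13 for full effect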
# CXCR6 inh = CXCR6 (human) receptor inhibition. inhibition, % at 20 µM. 360,000 compounds, 0.36% hits. AID 602244. CHO-K1 PathHunter CXCR6 beta-arrestin, luminescence. O00574; in the data active = inhibition above about 34%, passing the limit was not always enough;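 also: antagonist mode with CXCL16 agonist at 10 nM final; 0% = 10 nM CXCL16 with DMSO and 100% = unstimulated wells without agonist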
# Target sequence (O00574 whole entry, looked up): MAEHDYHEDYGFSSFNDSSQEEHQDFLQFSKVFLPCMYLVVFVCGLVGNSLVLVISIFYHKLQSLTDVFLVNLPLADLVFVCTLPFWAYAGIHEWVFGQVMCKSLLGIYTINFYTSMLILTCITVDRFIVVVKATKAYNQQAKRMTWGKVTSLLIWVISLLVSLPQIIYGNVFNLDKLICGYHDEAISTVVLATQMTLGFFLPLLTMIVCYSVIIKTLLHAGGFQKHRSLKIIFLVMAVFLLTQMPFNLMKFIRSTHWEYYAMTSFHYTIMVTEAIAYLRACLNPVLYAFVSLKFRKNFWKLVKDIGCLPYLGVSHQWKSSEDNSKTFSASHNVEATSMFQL
# APJ ag = activates the human apelin receptor APJ. activation, % at 20 µM. CHO-K1 APJ PathHunter beta-arrestin, luminescence; 0% DMSO wells, 100% apelin. 330,000 compounds, 0.11% hits. P35414;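 active = activation more than six SD over the plate average, tested at 20 µM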;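 also: 0% = DMSO alone and 100% = apelin-13 at 10 nM; some results filed as inactive read as strong as hits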
#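 Assay system: engineered CHO-K1 APJ arrestin reporter cells; Amount: 1000 CHO-K1 reporter cells seeded per well; Dosing: one dose, 20 µM compound, 1% DMSO; Times: compound stimulation 90 min at 25 °C, detection 60 min; Measured by: luminescent beta-gal fragment complementation, chemiluminescent substrate; Read-out: APJ–arrestin association signal; Controls: DMSO vs Apelin-13 10 nM.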
# EBI2 block = antagonists of human EBI2 receptor; P32249; EBI2 beta-arrestin recruitment, luminescence, 7a,25-OHC stimulated; inhibition, % at 5 µM; 360,000 compounds, 0.81% hits; in the data active = inhibition above about 38%;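 also: enzyme fragment complementation signal reports receptor beta-arrestin coupling in cells; 0% = agonist plus DMSO wells and 100% = wells without agonist; some results beyond the cut were filed as inactive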
# UBC13 inh = inhibitors of human UBC13 polyubiquitin chain formation; P61088; TR-FRET; inhibition, % at 20 µM; 330,000 compounds, 0.47% hits; AID 485273; in the data active = inhibition above about 45%, passing the limit was not always enough
# * hit, by the source's call; / = not tested or not shown. Outcome played no part in choosing rows; 3% or so of the library scored in one or more.
# Screens in order: CCR6 antagonist, Gli-Sufu antag, ATG4B inh, APJ antagonist, CXCR6 inh, APJ ag, EBI2 block, UBC13 inh
> Cc1nc2ccc(NS(=O)(=O)c3c(F)cc(F)cc3Br)cc2s1
    -4.7, -5.5, -7.2, 7.4, 11.5, -0.9, -6.5, -19.7
> O=C1C(=O)N(CCN2CCOCC2)C(c2cccc(Cl)c2)/C1=C(/O)c1ccc2c(c1)OCO2 (centres undefined)
    14.5, 5.4, -0.9, -1.4, -2.3, 3.5, -13.8, -47.0
> c1ccc(NCn2cncn2)nc1
    -17.8, -0.8, -6.7, -10.4, 1.9, -8.8, -4.8, -2.7
> C=CCNC(=O)c1ccc(C2SCC(=O)N2Cc2ccco2)cc1 (centres undefined)
    -0.9, -10.2, -10.8, 5.3, -2.0, -2.5, -11.8, 1.8
> Cc1cc(C(C#N)c2ccccc2)n2ncnc2n1 (centres undefined)
    11.5, -1.1, -6.3, 9.2, 5.1, -4.6, -7.3, 2.9
> COc1cc(OC)c2c(c1C(CCN1CCOCC1)c1ccc(N(C)C)cc1)OC(=O)CC2c1ccc(N(C)C)cc1 (centres undefined)
    0.7, 7.9, -6.6, 19.9, 12.3, 4.0, -5.5, 27.3
> CCOc1ccc(-c2csc(Cn3c(CN4CCN(C)CC4)nc4ccccc4c3=O)n2)cc1
    -3.2, 16.7, 1.9, -6.4, 0.7, 7.7, -56.6, 17.3
> O=C(NCCO)c1ccc2[nH]c3ccccc3c2c1
    2.6, -5.9, 0.2, -22.3, -10.2, 0.3, -1.1, 4.8
> CC1CN(Cc2csc(-c3ccc(Cl)cc3)n2)CC(C)O1 (centres undefined)
    6.0, -18.1, 2.3, 10.6, -2.0, -3.0, -0.2, -1.9
> NC(=O)c1ccccc1NC(=O)CS(=O)(=O)Cc1ccccc1
    16.3, -7.2, -4.6, 2.8, 0.7, -5.2, -1.8, 3.5
> O=C1CCCC(O)=C1C1NCCc2ccccc21 (centres undefined)
    19.2, -6.6, -11.8, 14.7, -1.7, -1.9, 3.9, -0.3
> COc1cc(NS(=O)(=O)c2c(C)[nH]c(C)c2C(=O)N2CCCCC2)cc(OC)c1OC
    5.2, -21.1, 3.8, 9.2, -5.4, -0.8, 1.2, -5.2
> Cc1ccc(C(=O)NCC(=O)NCc2cc(=O)n(C)c(=O)n2C)cc1C
    -9.0, -3.0, 1.6, -7.5, -3.4, 8.4, -1.8, -3.9
> O=C(Nc1ccc(S(=O)(=O)Nc2ncccn2)cc1)C12CC3CC(CC(C3)C1)C2
    -6.3, -0.6, -1.4, 15.2, 0.5, -0.4, -7.5, -14.3
> Cc1nc(C)c(C(=O)N(c2ccccc2F)C(C(=O)NCC2CCCO2)c2ccccc2)s1 (centres undefined)
    7.2, -12.0, -7.6, 12.2, 2.3, -2.6, -1.3, 0.0
> COc1ccc(N(C)C(=O)Cc2c(C(=O)O)n(C)c3ccccc23)c(OC)c1
    -0.3, 2.0, 1.3, 3.7, 4.0, -4.0, -15.9, -1.0
> COc1cc(NC(=S)N2CCN(S(=O)(=O)c3ccc(F)cc3)CC2)cc(OC)c1
    5.6, -1.6, 0.0, 0.1, -4.3, -4.1, 2.2, 0.2
> COCCNC(=O)C(=O)N/N=C/c1ccc(C(=O)OC)cc1
    2.5, -8.1, -14.8, 5.6, 6.2, -0.4, -10.4, 3.4
> CCN(CC)Cc1c(C(=O)OC(C)C)nnn1-c1nonc1N
    -10.5, 5.4, 10.8, 19.0, 2.1, -1.4, -1.3, -2.7
> N#C/C(=C/C1=C(N2CCOCC2)C(=C/c2ccccc2)/CC1)C(=O)Nc1ccccc1F
    44.9, 19.0, 5.1, /, 30.3, /, 20.6, /

# Record cards (already shown):
# COc1cc(NC(=S)N2CCN(S(=O)(=O)c3ccc(F)cc3)CC2)cc(OC)c1 is listed with CCR6 antagonist = 5.6; Gli-Sufu antag = -1.6; ATG4B inh = 0.0; APJ antagonist = 0.1; CXCR6 inh = -4.3; APJ ag = -4.1; EBI2 block = 2.2; UBC13 inh = 0.2
# NC(=O)c1ccccc1NC(=O)CS(=O)(=O)Cc1ccccc1 is listed with CCR6 antagonist = 16.3; Gli-Sufu antag = -7.2; ATG4B inh = -4.6; APJ antagonist = 2.8; CXCR6 inh = 0.7; APJ ag = -5.2; EBI2 block = -1.8; UBC13 inh = 3.5
# COc1cc(OC)c2c(c1C(CCN1CCOCC1)c1ccc(N(C)C)cc1)OC(=O)CC2c1ccc(N(C)C)cc1 (centres undefined) is listed with CCR6 antagonist = 0.7; Gli-Sufu antag = 7.9; ATG4B inh = -6.6; APJ antagonist = 19.9; CXCR6 inh = 12.3; APJ ag = 4.0; EBI2 block = -5.5; UBC13 inh = 27.3

# Additional records
# Screens in order: CCR6 antagonist, Gli-Sufu antag, ATG4B inh, APJ antagonist, CXCR6 inh, APJ ag, EBI2 block, UBC13 inh
> COc1ccccc1NS(=O)(=O)c1cc(NC(=O)CCNC(C)=O)ccc1C
    -3.9, 3.9, -6.0, -14.1, -6.9, -2.2, 8.6, 10.1
> Cc1cc(Cl)cc(Cl)c1OCCOCCN(C)C
    9.6, -2.3, 2.9, -7.7, 1.2, -3.9, -6.6, -4.4
> O=[N+]([O-])c1cccc(-c2csc(N/N=C/c3cccc(O)c3)n2)c1
    16.2, 17.9, 7.1, -7.3, -10.6, 0.1, 33.1, 7.4
> OCC1(CCc2ccccc2)CCN(Cc2cccn2-c2cccnc2)CC1
    15.8, 15.6, 31.4, 4.5, 5.6, -4.0, 2.1, 1.8
> Cc1onc(-c2ccccc2)c1C(=O)c1c[nH]c(C(=O)NCc2ccncc2)c1
    5.4, /, 2.3, 1.2, -3.5, -1.1, 6.7, 2.4
> O=C(/C=C/c1ccco1)Nc1nc(-c2ccccn2)cs1
    10.1, -28.4, 1.5, 3.1, -5.6, -1.3, -5.0, -27.0
> CC1=NN(C(=O)c2ccncc2)C(=O)C1N=Nc1ccc2ccccc2c1 (centres undefined)
    25.3, -86.7, 1.6, /, 18.0, /, 7.9, /
> CC1=CCC2C(=O)N(C(C)c3ccccc3)C(=O)C2C1 (centres undefined)
    8.5, -2.5, -2.4, 9.5, -2.4, -0.9, -0.6, 9.2
> O=C(Nc1ccccc1)N1CCC(C(=O)N2CCN(Cc3ccccc3)CC2)CC1
    1.8, 11.1, -4.2, -1.7, -7.9, -0.7, 14.2, 11.0
> CC(C)CNS(=O)(=O)c1ccc(Br)cc1N1CCC[C@@H]1CO
    32.3, 6.8, -11.9, /, -1.1, /, 1.1, /
> Cc1ccc(NC(=O)CSc2ncc(S(=O)(=O)c3ccccc3)c(=O)[nH]2)cc1C
    5.1, 9.5, -8.4, -10.2, 6.2, 0.2, -4.3, -5.8
> O=C(Nc1ccc2c(c1)OCO2)c1cccc(S(=O)(=O)N2CCOCC2)c1
    -0.1, -16.3, 2.5, 16.0, 4.0, -3.9, -1.8, -2.0
> O=C(c1ccc(S(=O)(=O)NCC2CCCO2)cc1)N1CCN(c2ccccc2)CC1 (centres undefined)
    -2.4, 6.3, -2.6, 8.1, -4.6, -1.3, 15.9, -13.1
> Cc1nc(C)c(/C(O)=C\c2nc3ccc([N+](=O)[O-])cc3oc2=O)o1
    43.7, 9.5, -2.0, 3.0, 39.0, -7.3, -17.2, -32.4
> COc1ccccc1OCC(O)CNCc1ccc2c(c1)OCO2 (centres undefined)
    -8.3, -0.3, -5.5, 9.7, -8.6, 2.4, 1.9, 5.0
> Cc1cc(Nc2ccccc2)n(CCOC(=O)COc2ccccc2)n1
    10.3, -4.0, -1.8, -16.5, 3.2, -4.0, 10.0, 3.6
> O=S(=O)(/N=C(/Nc1cccc2ccccc12)c1ccc(F)cc1)c1ccccc1
    8.4, 7.8, -8.4, -10.7, 7.6, -2.5, 8.6, 5.2
> COc1ccc(-c2csc(NC(=O)CCCc3cccs3)n2)cc1
    -6.6, 0.9, -2.6, -3.5, -7.1, 3.9, 2.8, -1.3
> Cc1cccc(N2CCN(S(=O)(=O)c3ccc4c(c3)CCCN4C(=O)C3CCC3)CC2C)c1 (centres undefined)
    28.4, 13.3, 0.0, -28.2, 6.7, -3.7, 24.1, 6.5
> O=C(CSc1nc2ccc([N+](=O)[O-])cc2s1)c1ccc2ccccc2c1
    -6.2, 3.9, -1.3, /, -3.8, /, -13.6, /
> CCCCNC(=O)Nc1ccccn1
    30.2, 6.3, -18.1, 5.9, 4.6, -1.6, 0.7, 2.7
> CC1CCC(NC(=O)c2ccc(CNc3c(NC4CCCCC4)c(=O)c3=O)cc2)CC1 (centres undefined)
    7.0, -0.2, -5.3, -59.5, -5.2, -4.1, 5.3, -24.8
> O=C(N/N=C/c1ccc([N+](=O)[O-])s1)c1ccncc1
    7.4, 16.8, -6.0, -12.6, -0.3, 2.5, -4.2, -31.0
> CC(C)OC(=O)CN1C(=O)C(C)(C)Oc2ccc(C(=O)NC3CC3)cc21
    -17.0, 2.0, -3.6, 16.5, 4.1, -5.1, -13.8, 10.0
> COc1cc(NC(=O)CCc2nnc3ccc(N4CCC5(CC4)OCCO5)nn23)cc(OC)c1
    7.3, 31.5, -3.2, 0.8, 2.6, 4.2, -11.6, 1.3
> O=C(OCC1COc2ccccc2O1)c1c(F)cccc1F (centres undefined)
    9.7, -6.0, 9.0, 8.4, 6.2, -1.4, -3.5, 2.9
> COc1ccc(C(=O)Nn2cnnc2)cc1OC
    3.1, 0.2, -3.6, 0.3, -3.6, 1.5, -6.3, -0.8
> O=C(Nc1ccc2c(c1)OCCO2)N1CCN(Cc2ccccc2)CC1
    -9.6, -35.0, -1.1, 5.6, 5.0, 0.0, 9.4, 11.1
> COc1ncnc2c1oc1ccccc12
    7.9, -10.6, 5.9, -8.5, -5.1, -2.4, -0.1, 0.3
> O=C(CCC(=O)N1CCOc2ccc(Cl)cc21)NCCCN1CCN(c2ccccc2F)CC1
    3.4, 13.2, -4.4, 0.8, -3.5, -1.3, -2.4, 62.5*
> CCOC(=O)CNC(=O)CSc1ccc2nnc(-c3cccnc3)n2n1
    4.6, -4.4, -7.2, -23.9, 3.7, 0.0, 0.5, 11.9
> Cc1cccc(CN(C)C)c1CC(O)(c1ccccc1)c1ccccc1
    24.2, 0.9, 4.2, /, -2.2, /, 8.0, /
> N#C/C(=C\Nc1ccc(Cl)cn1)S(=O)(=O)c1ccccn1
    15.2, 3.2, -2.3, 3.5, 6.1, -1.4, -4.5, 0.7
> Cc1ccc(/C=N/NC(=O)C2CC(=O)N(c3ccccc3)C2)s1 (centres undefined)
    6.9, -6.7, 4.1, 4.8, 12.9, -1.9, -13.8, -6.0
> Cc1cc(C)cc(OCC(=O)NNC(=O)CCC(=O)NCc2ccccc2)c1
    -4.8, 3.1, -5.2, -1.9, 4.9, -2.3, -4.7, -2.8
> COc1ccc(Br)cc1CN1CCCCCCC1
    7.4, 4.0, 3.5, -11.3, -4.4, -9.0, 4.4, 2.2
> c1ccc(OCc2nnnn2-c2ccccc2)cc1
    -4.9, 3.3, 42.1*, -3.8, 1.1, 1.9, 9.0, -2.8
> CC1CCN(S(=O)(=O)c2cccc(C(=O)Nc3ccccn3)c2)CC1
    17.9, -6.9, 10.3, -6.4, 2.3, -0.9, 0.2, -1.4
> CCN1C[C@@H]2[C@@H]3C(=O)N(Cc4ccccc4)C(=O)[C@@H]3[C@](CC)(C(=O)OC)N2C1=NCc1ccccc1
    -0.8, 0.2, 0.5, /, 0.8, /, -5.5, /
> Cc1ccc(NS(=O)(=O)c2cc(C(=O)OCC(=O)NCC3CCCO3)ccc2C)cc1 (centres undefined)
    -10.1, -0.9, -5.6, 11.0, 2.3, -5.9, 4.1, 0.0
> COc1ccc(OCC#CCNC(C)(C)C)cc1
    -1.5, -0.3, -10.1, 14.6, -5.7, 0.0, 7.8, 2.7
> CC(Oc1ccc2c3c(c(=O)oc2c1)CCCC3)C(=O)NCc1ccncc1 (centres undefined)
    12.3, -1.3, -3.9, 5.4, -9.6, -4.4, -10.7, 7.4
> CC(C)C(C)(C#N)NC(=O)CSc1nnc(-c2ccccc2)o1 (centres undefined)
    13.6, -4.7, 0.7, 1.4, -5.3, -2.6, 11.6, 7.2
